Source: PubChem
Bcl-xL primary: inhibitors of human Bcl-xL; Q07817; GST-Bcl-xL / FITC-Bim BH3 peptide fluorescence polarization; inhibition, % at 10.9 µM; AID 2129; 320,000 compounds, 0.7% hits;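 active = inhibition above the mean of all tested compounds plus 3 SD, cutoff set per campaign, cut at about 30% in these data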;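 also: 0% = DMSO wells and 100% = unlabeled Bim-BH3 peptide competitor; inhibitors lower millipolarization by displacing the labeled peptide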
Target sequence (Q07817 whole entry, looked up): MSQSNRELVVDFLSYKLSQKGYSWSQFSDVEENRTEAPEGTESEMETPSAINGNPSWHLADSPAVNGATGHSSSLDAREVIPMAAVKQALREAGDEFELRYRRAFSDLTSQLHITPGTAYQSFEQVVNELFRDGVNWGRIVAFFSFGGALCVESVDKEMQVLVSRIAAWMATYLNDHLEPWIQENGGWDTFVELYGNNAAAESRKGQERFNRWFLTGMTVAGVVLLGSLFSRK
Efflux pump mplx: inhibitors of Candida antifungal efflux pumps expressed in yeast. inhibition, % at 10 µM. S. cerevisiae Candida pump triplex, Nile Red efflux. 330,000 compounds, 0.44% hits;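 active = plate passing quality check with inhibition over a set limit, or well fluorescence over plate mean plus 4 SD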;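 also: Nile Red retained in pooled yeast measured as flow cytometry median fluorescence; 0% = buffer negative control and 100% = Enniatin B positive control; higher means more Nile Red kept so more efflux inhibition; some compounds called inactive have numbers as strong as hits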
Yeast superoxide: lowers age-related superoxide in aged yeast cells; superoxide response (% of plate mean), % at 10 µM; 330,000 compounds, 0.18% hits; S. cerevisiae aged cells, superoxide DHE fluorescence; active compounds read low; AID 2690;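 active = superoxide response under a set limit, about three screen SD below normal, cut at about 65% in these data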;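 also: yeast aged for seven days with compound at 30 °C before DHE staining; 100% = average MFI of all compound-treated wells on the plate with controls excluded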
MCL1-BIM inh: inhibitors of human MCL1 binding to BIM-BH3 peptide; Q07820; GST-MCL1 / FITC-Bim-BH3 fluorescence polarization; inhibition, % at 10.9 µM; 320,000 compounds, 0.68% hits;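 active = inhibition above the mean inhibition of all tested compounds plus 3 SD, set per campaign, cut at about 40% in these data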;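 also: 0% = DMSO wells and 100% = unlabeled Bim-BH3 peptide control; higher means more loss of mP so more displacement of Bim peptide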
EBNA-1 inhibitor: blocks EBNA-1 binding to DNA; EBNA-1 DNA binding, fluorescence polarization; inhibition, % at 14.8 µM; 300,000 compounds, 0.34% hits; AID 1950; in the data active = inhibition above about 28%
GLD-1 RNA inh: GLD-1-TGE RNA interaction inhibition (C. elegans) | AID 2280 | inhibition, % at 5.96 µM | Q17339 | purified GLD-1 + fluorescein TGE RNA, fluorescence polarization | 320,000 compounds, 0.44% hits;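 active = percent inhibition above a per-plate cutoff, the plate mean of test compounds plus 3 SD, cut at about 30% in these data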;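 also: 0% = DMSO wells with GLD-1 and probe and 100% = wells lacking GLD-1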
Target sequence (Q17339 whole entry, looked up): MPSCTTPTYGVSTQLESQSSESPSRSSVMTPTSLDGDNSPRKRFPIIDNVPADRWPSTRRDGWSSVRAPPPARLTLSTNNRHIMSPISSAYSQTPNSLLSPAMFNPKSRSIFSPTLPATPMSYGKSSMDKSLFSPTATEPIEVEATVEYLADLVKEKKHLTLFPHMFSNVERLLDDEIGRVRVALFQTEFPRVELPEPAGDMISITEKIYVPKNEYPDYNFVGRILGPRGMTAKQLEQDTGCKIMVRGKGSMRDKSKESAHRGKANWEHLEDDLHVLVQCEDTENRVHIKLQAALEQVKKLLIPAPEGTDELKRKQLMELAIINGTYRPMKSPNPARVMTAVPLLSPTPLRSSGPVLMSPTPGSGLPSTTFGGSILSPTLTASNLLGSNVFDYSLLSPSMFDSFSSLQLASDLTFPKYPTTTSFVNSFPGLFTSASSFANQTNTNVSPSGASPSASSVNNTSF
Fam108B inh: counter-screen for RBBP9 inhibitors: inhibitors of mouse Fam108B | recombinant Fam108B, FP-Rh probe fluorescence polarization | inhibition, % at 9.51 µM | 300,000 compounds, 0.33% hits | AID 1947;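 active = inhibition above the screen mean inhibition plus 3 SD, computed separately per campaign, cut at about 18% in these data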;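 also: inhibitors lower polarization as less probe binds the enzyme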
ZTA counter: blocks Epstein-Barr virus ZTA, an EBNA-1 counter-screen; ZTA-DNA binding, fluorescence polarization; inhibition, % at 11 µM; P03206; 320,000 compounds, 0.15% hits; in the data active = inhibition above about 33%
Target sequence (P03206 whole entry, looked up): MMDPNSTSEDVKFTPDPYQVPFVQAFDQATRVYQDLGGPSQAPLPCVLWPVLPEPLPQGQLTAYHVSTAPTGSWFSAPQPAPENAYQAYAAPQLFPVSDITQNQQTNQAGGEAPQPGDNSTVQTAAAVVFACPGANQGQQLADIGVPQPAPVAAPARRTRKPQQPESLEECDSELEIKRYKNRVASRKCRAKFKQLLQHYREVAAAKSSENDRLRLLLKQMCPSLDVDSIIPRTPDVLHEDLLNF
MEX-5 binding: C. elegans MEX-5 TCR-2 RNA binding activity; MEX-5/FITC-TCR2 RNA binding, fluorescence polarization; active compounds read low; activity score (negative = inhibition of binding), % at 10 µM; 300,000 compounds, 0.38% hits;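 active = inhibition past about -25% in most replicates, and total fluorescence under double the plate's negative control median, limit read from the data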;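 also: 0% = DMSO and -100% = 5 µM competing unlabeled TCR2 RNA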
Active calls of the source: *; . = no result given.

SMILES	Bcl-xL primary	Efflux pump mplx	Yeast superoxide	MCL1-BIM inh	EBNA-1 inhibitor	GLD-1 RNA inh	Fam108B inh	ZTA counter	MEX-5 binding
Cc1cc(C)n2c(Br)c(CSc3nc4ccccc4o3)nc2n1	5	0.1	88	10	-6	4	-4	9	-0.3
O=C(CCCn1nnc2ccccc2c1=O)N[C@H](C(=O)O)c1ccccc1	3	0.0	104	-2	3	-4	-1	6	-0.1
Cc1ccc(C(=O)N2CC(=O)Nc3ccc(F)cc3C2c2ccc(F)cc2)cc1[N+](=O)[O-] (centres undefined)	1	-1.5	97	-7	1	-1	0	9	0.5
COC(=O)c1ccc(NC(=O)CN2C(=O)C3C4C=CC(C4)C3C2=O)cc1 (centres undefined)	-2	-0.2	90	1	3	7	-1	4	3.7
COc1cc(Br)cc(CNc2ccc(F)c([N+](=O)[O-])c2)c1O	0	-0.1	107	-12	-14	1	3	-6	1.1
O=C(CCC1N=C2c3ccccc3N=C(SCC(=O)NCc3ccco3)N2C1=O)NCc1ccco1 (centres undefined)	3	-0.1	101	10	-14	4	3	-7	1.1
CC(Oc1ccccc1F)C(=O)NNC(=O)C1CC(=O)N(c2ccc3c(c2)OCCO3)C1 (centres undefined)	-1	0.1	99	-2	-4	6	-2	-10	-0.6
CCOC(=O)c1nnn(-c2nonc2-c2ccccc2)c1C	-1	0.1	100	-1	-4	-4	1	-5	1.9
COC(=O)c1ccc(COC(=O)c2cnc(Cl)c(Cl)c2)cc1	4	0.7	111	2	-18	-7	1	-2	0.2
Cc1ccc(S(=O)(=O)N2CCN(C(=O)c3cccc(-n4cccc4)c3)CC2)cc1	8	0.0	86	16	-10	-5	-2	-4	2.8
COc1ccc(/C=N/NC(=O)CCn2cnc(-c3ccccc3)c2-c2ccccc2)cc1OC	-2	-0.1	82	6	3	5	0	-18	-2.4
Oc1cccc(C(=S)N2CCCCC2)c1	9	-0.1	95	11	10	-5	1	8	-3.4
COc1ccc(C(=O)Cn2nnc(-c3ccc(N4CCOCC4)cc3)n2)cc1OC	-2	0.2	93	-4	2	1	-1	5	-1.2
COc1cc(SC)ccc1C(=O)NC1CCCCC1	3	0.0	115	7	-9	6	-1	5	1.4
NC(=O)N=Nc1c2[nH]c3ccccc3nc-2c2ccccc12	3	0.0	94	-1	3	9	-4	17	1.2
CS(=O)(=O)c1ccc(CNC(=O)C2(C(F)(F)F)C/C(=C\Cc3ccccc3)CCCO2)cc1 (centres undefined)	7	-0.1	104	6	3	-4	-4	1	1.8
CCCCNC(=O)CCSc1ccc(C)cc1	1	0.3	105	-4	-10	1	1	5	0.6
COc1ccc(-n2nc(C(=O)NCC(=O)N3CCCCCC3)c3ccccc3c2=O)c(OC)c1	3	-0.1	89	0	8	4	-1	10	0.6
COC(=O)CSc1nc(SCc2ccc(C)cc2)nc2c1CCCC2	3	-0.1	96	1	1	4	-8	0	1.6
CCOC(=O)Cc1csc(NS(=O)(=O)c2ccc(Cl)cc2)n1	9	0.5	102	11	8	-4	2	16	-3.0
Cc1cc(C)nc(SCC(=O)Nc2ncc(C(F)(F)F)cc2Cl)n1	0	0.0	117	2	-4	-11	-1	20	-2.6
COc1ccc([C@@H]2CC=C(C(=O)O)[C@H](c3ccc(Cl)cc3)N2S(=O)(=O)c2ccc(Cl)cc2)cc1	4	-0.1	95	5	12	5	3	-10	.
Cc1ccnc(NC(c2cccnc2)c2ccc3cccnc3c2O)c1 (centres undefined)	3	0.3	85	1	-21	-2	-5	2	0.5
Cc1cc(NC(=O)c2ccccc2Cl)n(C(C)(C)C)n1	-4	0.1	103	-1	-10	-1	-2	0	0.3
CC(=O)Oc1c(C)c2c3c(c1OC(C)=O)[C@@H](C)CC[C@@H]3[C@@H](C)C[C@H]2C=C(C)C	7	-0.4	92	8	.	5	.	3	.
Cc1ccc(NC(=O)Cn2nnc(C(=O)NCc3ccc4c(c3)OCO4)c2N)cc1	-6	0.0	93	-1	-7	-3	-7	-15	-3.4
COc1cc(NC(=O)CSc2ccc(-c3ccco3)nn2)cc(OC)c1	1	0.2	94	1	10	3	2	-8	-1.1
CCn1c(C)nc2cc(S(=O)(=O)C(F)(F)F)ccc21	-1	0.1	88	10	-18	-4	0	2	2.4
CC(=O)Nc1ccc(Oc2ccc(-c3noc(C)n3)cc2)cc1	1	-0.1	114	9	-1	-1	-5	-34	0.6
COC(=O)C1=C(C(=O)OC)[C@@H]2N(Cc3ccccc3)c3ccccc3[C@@]23C[C@@H](C(=O)OC)N(C(=O)c2cccs2)C3=N1	5	-0.1	94	4	-9	1	3	-19	1.0
COc1cc(/C=N/O)cc(Br)c1OS(=O)(=O)c1ccc(C)cc1	6	0.1	96	3	0	7	-9	6	3.4
Cc1ccc(CNC(=O)CSc2nc3n[nH]c(C)c3c(=N)n2-c2cccc(C)c2)cc1	4	0.4	88	4	6	6	-5	8	-0.4
CN(CC(=O)Nc1n[nH]c(=S)s1)S(=O)(=O)c1cccc2cccnc12	-4	0.2	96	-10	3	112*	-6	-8	-8.7
O=C1NC(=S)/C(=C\c2ccc(-c3ccccc3Cl)o2)S1	58*	0.2	100	62*	5	60*	29*	17	-42*
COc1ccc(C(=O)N2CCC(n3nnc4cc(F)ccc43)CC2)cc1OC	1	-0.1	89	0	15	1	-3	4	0.9
Cc1ccc(Oc2ncccc2N)c2c1CCC2	8	0.1	106	1	-1	7	0	-2	-1.3
COCCNC(=O)C(c1ccc(O)cc1)N(Cc1ccco1)C(=O)CCC(=O)Nc1ccccn1 (centres undefined)	0	-0.1	102	0	-6	11	-2	-12	1.3
CNC(=O)/C(C#N)=C/c1c(N(Cc2ccccc2)Cc2ccccc2)nc2c(C)cccn2c1=O	154*	0.8	104	0	14	5	-2	19	0.8
CCc1ccccc1NC(=O)c1cccc(Oc2ccc([N+](=O)[O-])cc2Cl)c1	7	-0.1	105	17	5	4	-8	-1	0.8
CCOC(=O)C1(Cc2ccccc2C)CCCN(C(=O)CN2C(=O)CSC2=O)C1 (centres undefined)	7	0.1	115	0	6	5	-2	-5	2.2
CCC(C)NC(=O)CSc1nc2ccc(N3CCOCC3)cc2c(=O)n1CCc1ccccc1 (centres undefined)	5	0.0	102	9	3	3	2	10	1.6
Cc1ccc2[nH]c(C(=O)N3CCCCC3)cc2c1	3	0.0	107	6	5	-2	0	-12	0.9
CC(=O)C1(C)N(O)C(C)(C)C(c2ccco2)=[N+]1[O-] (centres undefined)	1	-0.1	105	4	5	7	5	-8	-0.7
CC(=O)c1ccc(NC(=O)CCc2nnc3ccc(N4CCC5(CC4)OCCO5)nn23)cc1	1	0.1	107	0	-6	-6	-2	-4	2.4
COc1ccc(CNC(=O)Nc2cccc(C(F)(F)F)c2)cc1OC	4	-0.1	105	-1	4	3	-2	12	-1.2
COc1cc(OC)cc(C(=O)Nc2nnc(NC(=S)Nc3ccccc3)s2)c1	9	0.0	109	7	13	3	-3	5	2.9
COc1ccc(/C=N/Nc2nc(C)cc(-c3ccccc3)n2)c(OC)c1	4	-0.1	98	6	8	-1	2	8	1.2
CC(C)=C1C2CCC1C(C(=O)Nc1sc(C)c(-c3ccc(C(C)C)cc3)c1C(N)=O)C2C(=O)O (centres undefined)	0	-4.9	93	4	3	4	-5	9	2.4
O=C(NCC1CCCO1)/C(=C\c1ccccc1)NC(=O)c1ccccc1 (centres undefined)	0	0.1	91	3	-1	13	6	1	0.0
COc1ccc(CC(=O)Nc2ccc(S(=O)(=O)N(C)C)cc2)cc1OC	3	-0.1	100	-2	11	9	3	10	-2.5
COc1ccc(-c2cc(-c3ccccc3)c(C#N)c(SCC(=O)Nc3ncc(C)s3)n2)cc1	0	0.2	104	-8	12	-14	-33	17	1.5
Cc1cc(N/N=C/c2ccc(O)cc2O)nc(-n2nc(C)cc2C)n1	16	0.1	120	11	-7	-5	17	-11	-2.2
O=C(Nc1ccc(C(=O)N2CCCC2)cc1)c1ccccc1[N+](=O)[O-]	2	0.2	117	4	8	0	0	-6	0.1
COc1ccc(NC(=O)CSC2CCCCC2)cc1	5	0.1	95	9	-3	1	1	17	0.9
O=C(O)CCC(=O)Nc1ccc(Sc2ccc([N+](=O)[O-])cc2)cc1	-2	0.7	98	-4	0	0	-4	2	-3.1
CCc1nnc(NC(=O)c2sc3nc(C)cc(COC)c3c2N)s1	4	0.1	92	1	-1	2	-3	-7	1.5
Cc1ccc(-c2csc3nc4c5ccccc5c(NCCCN5CCOCC5)nn4c(=O)c23)cc1	15	0.0	110	18	5	0	-1	-8	1.7
CC(C)CCSc1nc2c(c(=O)[nH]c(=O)n2C)n1CCCc1ccccc1	6	0.0	101	0	-1	-3	0	7	-0.5
OCCC1CN(CCCc2ccccc2)CCN1Cc1ccc(F)cc1 (centres undefined)	4	0.2	99	2	-1	-6	0	1	1.3
COC(=O)c1ccc(CSc2nnc(C)s2)cc1	10	-0.1	97	10	-5	5	6	-12	2.5
Cn1c(=S)ccc2ccccc21	4	-0.3	99	9	0	-1	-1	-2	-1.7
Cc1cc2nc(C(F)(F)F)cc(-c3cccs3)n2n1	3	0.1	109	6	-7	4	-5	4	0.0

Pulled by structure from above (7):
SMILES	Bcl-xL primary	Efflux pump mplx	Yeast superoxide	MCL1-BIM inh	EBNA-1 inhibitor	GLD-1 RNA inh	Fam108B inh	ZTA counter	MEX-5 binding
CCc1nnc(NC(=O)c2sc3nc(C)cc(COC)c3c2N)s1	4	0.1	92	1	-1	2	-3	-7	1.5
OCCC1CN(CCCc2ccccc2)CCN1Cc1ccc(F)cc1 (centres undefined)	4	0.2	99	2	-1	-6	0	1	1.3
Cn1c(=S)ccc2ccccc21	4	-0.3	99	9	0	-1	-1	-2	-1.7
O=C(Nc1ccc(C(=O)N2CCCC2)cc1)c1ccccc1[N+](=O)[O-]	2	0.2	117	4	8	0	0	-6	0.1
CC(C)=C1C2CCC1C(C(=O)Nc1sc(C)c(-c3ccc(C(C)C)cc3)c1C(N)=O)C2C(=O)O (centres undefined)	0	-4.9	93	4	3	4	-5	9	2.4
O=C(NCC1CCCO1)/C(=C\c1ccccc1)NC(=O)c1ccccc1 (centres undefined)	0	0.1	91	3	-1	13	6	1	0.0
CC(=O)c1ccc(NC(=O)CCc2nnc3ccc(N4CCC5(CC4)OCCO5)nn23)cc1	1	0.1	107	0	-6	-6	-2	-4	2.4

The order is random, and some 2.3% of all compounds hit somewhere here.
